PV pol inh: inhibitors of poliovirus RNA polymerase binding and polymerization; % elongation, % (compound at 16.7 µg/mL); poliovirus polymerase elongation, fluorescence polarization; active compounds read low; P03300; 150,000 compounds, 0.66% hits; in the data active = % elongation below about 90%; also: some results filed as inactive read as strong as hits
Target sequence (P03300 1749-2209 limits assumed): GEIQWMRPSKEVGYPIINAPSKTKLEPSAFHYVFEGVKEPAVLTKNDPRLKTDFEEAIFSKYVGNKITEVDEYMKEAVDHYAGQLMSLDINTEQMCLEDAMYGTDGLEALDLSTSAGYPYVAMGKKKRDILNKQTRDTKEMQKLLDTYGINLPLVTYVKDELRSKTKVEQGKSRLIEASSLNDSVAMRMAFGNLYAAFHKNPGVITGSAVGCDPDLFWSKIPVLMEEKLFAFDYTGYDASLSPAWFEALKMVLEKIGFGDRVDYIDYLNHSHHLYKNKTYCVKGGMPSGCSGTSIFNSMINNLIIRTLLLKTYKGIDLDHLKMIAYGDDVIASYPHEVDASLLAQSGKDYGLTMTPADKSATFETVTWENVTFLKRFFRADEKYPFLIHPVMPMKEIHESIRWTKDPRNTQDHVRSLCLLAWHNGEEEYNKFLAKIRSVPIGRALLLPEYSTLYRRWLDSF
PV pol inh FP z-score: recorded beside PV pol inh, whose call it bears; z-score; measured here: FP z-score; hits read low
* hit, by the source's call. Only part of the results is shown (hit frequency here may not be typical).

SMILES	PV pol inh	PV pol inh FP z-score
COc1ccc(NC(=O)CN2C(=O)C(c3ccccc3)=NC23CCC(C)CC3)cc1Cl (configuration not stated)	105	-0.2
CC(NS(=O)(=O)c1ccc(Br)cc1)C(c1cccs1)N1CCOCC1 (configuration not stated)	101	-0.2
COc1ccc(S(=O)(=O)Nc2ccccc2C(=O)NN2CCOCC2)cc1OC	99	-0.2
Cc1cccc(NC(=O)C(NS(=O)(=O)c2cccc3nsnc23)c2ccccc2)c1C (configuration not stated)	108	0.7
CCC1CCCCN1C(=O)COC(=O)c1nc(Cl)c(Cl)c(N)c1Cl (configuration not stated)	105	0.5
OCCSc1c(F)c(SCCO)c(SCCO)c(F)c1SCCO	99	-0.1
CSC1=NCCN1C(=O)C1CCCCC1	99	-1
O=C(Nc1ccc(Cn2nnc3ccccc32)cc1)c1ccco1	99	-1.1
Cc1nc(C)c(-c2ccc(SCC(=O)Nc3cccc(C)c3C)nn2)s1	106	-0.2
CCCc1nc(N)c(C#N)c(-c2ccccc2)c1CC	104	0.7
CCn1c(C(=O)O)c(CNCc2cccs2)c2ccc(C)cc21	106	2
CC(NC(=O)CSc1nncn1C)c1ccccc1 (configuration not stated)	101	0.2
COCCCn1c(=O)c2ccccc2n(CC(=O)NC2CCCC2)c1=O	100	-0.5
Cc1nn(Cc2nnc(-c3cc(C(F)(F)F)cc(C(F)(F)F)c3)o2)c(C)c1Br	108	0.7
Nc1c(-c2n[nH]c(=S)n2-c2ccc(Cl)cc2Cl)cnn1-c1ccccc1	101	-0.4
Cn1c2ccccc2c2cnn(CC(=O)Nc3ccccc3C(F)(F)F)c(=O)c21	105	-0.4
CC(C)OC(=O)C(C)Nc1ccc(F)c(Cl)c1 (configuration not stated)	100	0.2
CN(C)c1ccc(/C=N/n2c(=O)[nH][nH]c2=O)cc1	101	0.2
CCOC(=O)c1cc(-c2ccc(F)cc2)n(CC(=O)NCc2ccc(OC)cc2)c1C	110	0.9
Nc1cc(=O)nc(SCC(=O)Nc2ccccc2)n1CCc1ccccc1	104	-0.4
COc1ccc(-n2c(=O)c3c4c(sc3n(CC(=O)C(C)(C)C)c2=O)CCCC4)c(OC)c1	109	1
Cc1oc(-c2ccccc2Cl)nc1CSc1nnc(C)n2c1cc1occc12	102	0.1
Cc1ccc(-c2nc3ncccc3o2)cc1NC(=O)c1ccc(-c2cccc(Cl)c2C)o1	107	0.3
CCOCCc1c(O)nc(SCC(=O)NC(C)c2ccccc2)[nH]c1=O (configuration not stated)	101	-0.6
CCCn1cc(S(=O)(=O)c2ccc(OC)cc2)c(=O)c2cc(F)c(N3CCCC(C)C3)cc21 (configuration not stated)	103	-0.9

(continued)
SMILES	PV pol inh	PV pol inh FP z-score
Cc1cc2nc(C(F)(F)F)n3c4ccccc4nc3n2n1	100	-0.5
CSc1nc(N)c2c3c(sc2n1)CCC3	100	0
CC(=O)c1[nH]c(C)c(C(=O)NCc2ccc(Cl)cc2)c1C	104	-0.4
CCCN(CCC)C(=O)Cn1nnc2sc3c(c2c1=O)CCCC3	102	0
CCCNC(=O)c1ccc(C2SCCCS2)cc1	105	0.3
Cc1ccc(NC(=O)Cn2c(=O)n(CCCCCC(=O)NCc3ccc(F)cc3)c(=O)c3sccc32)cc1C	106	0.1
COc1nc(NCC2CCCO2)nc(N2CC3CC(C2)c2cccc(=O)n2C3)n1 (configuration not stated)	103	-0.2
Cc1c(C(=O)N(C)C)sc2[nH]c(=O)n(-c3ccccc3C(F)(F)F)c(=O)c12	103	1
O=c1c(-c2cccc(C(F)(F)F)c2)[n+]([O-])c2ccccc2n1O	89	-5
CN(CC(=O)Nc1ccc(Cl)c(C(F)(F)F)c1)c1ccc(S(=O)(=O)N2CCCCC2)cn1	104	0.2
Cc1nn2c(=O)cc(CSc3nc4ccc(NC(=O)c5ccco5)cc4s3)nc2s1	98	-1.1
CCOC(=O)N1CCC(NC(=O)CCCC(=O)O)CC1	103	-0.2
Cc1ccccc1NC(=O)c1c(C)oc2ccc(O)c(CN3CCCC3)c12	109	0.7
CCc1ccc(NC(=O)CCc2c(C)n(C)c3cc(-c4ccccc4C)nn3c2=O)cc1	113	1.3
COc1ccc(-c2coc3cc4oc(=O)c(CC(=O)O)c(C)c4cc23)cc1	100	-0.8
COC(=O)CSc1nc2sc3c(c2c(=O)n1Cc1ccccc1)CCC(C(C)(C)C)C3 (configuration not stated)	109	0.5
CC1(C)Cc2ccccc2C(CSc2nc(-c3ccco3)cc(C(F)(F)F)n2)=N1	103	0.1
CCCCc1ccc(NC(=O)CSc2nc3ccccc3nc2N2CCCCC2)cc1	106	0.3
CCn1c(O)c(C=NCC2CCCCC2)c(=O)n(CC)c1=S	102	0
COc1ccc(OC)c(CN2CCN(C(=O)c3cc(S(=O)(=O)N4CCOCC4)ccc3Cl)CC2)c1	100	0
C[N+]12CCCCC1C(CN1C(=O)c3ccccc3C1=O)CCC2 (configuration not stated)	107	0.4
Cc1c(C(=O)Nc2cccc(Cl)c2)oc2ccc(S(=O)(=O)N(C)C3CCCCC3)cc12	111	0.2
N=c1n(CC(=O)c2ccco2)c2ccccc2n1Cc1ccccc1	103	0.5
O=C(/C=C/c1ccco1)NC(=S)Nc1ccc(Cl)cc1	101	0.3
CS(=N)(=O)CC[C@H](N)C(=O)O (some centres not stated)	103	0.4

Later entries:
SMILES	PV pol inh	PV pol inh FP z-score
COc1ccc(-c2nc3c4ccccc4n(CC(=O)N4CCN(c5ccccc5OC)CC4)c(=O)n3n2)cc1	104	-0.3
CC(C)NC(=O)CN1CCN(Cc2ccc(OC(F)(F)C(F)C(F)(F)F)cc2)CC1 (configuration not stated)	97	-0.4
O=[n+]1c(CO)c(CO)n([O-])c2ccccc21	101	0
Cc1cc(N)cc2[nH]c(-c3ccc(N)cc3)nc12	66*	-5.5*
CCOc1cc(-c2nnc(SCC(=O)NCc3ccc(C)cc3)nc2-c2ccc(OC)c(OCC)c2)ccc1OC	105	-0.2
CC1(C)CC(=O)c2c(-c3cccnc3)n[nH]c2C1	109	0.9
O=C(NCc1ccccc1Cl)C1CCN(C(=O)N2CCOc3ccccc32)CC1	110	0.5
CCCCC(Sc1nc2cc3c(cc2c(=O)n1CCCC(=O)NCc1ccc(OC)cc1)OCO3)C(=O)OCC (configuration not stated)	109	0.8
Cc1nn(S(=O)(=O)c2ccc(C(C)(C)C)cc2)c(C)c1S(=O)(=O)N1CCCCCC1	109	0.5
CN(C(=O)CSC(=S)N1CCCC1)c1ccccc1	101	-0.2
Cc1ccc(-c2csc(-c3cccnc3)n2)cc1C	104	-0.1
COc1ccc(C2CC(O)=C(C#N)c3nc4ccccc4n32)cc1 (configuration not stated)	102	-0.1
NNC(=O)CCc1ccccc1	107	0.4
Cc1cc(C)c(NC(=O)Cn2c(=O)n(CCC(=O)N3CCc4ccccc4C3)c(=O)c3ccccc32)c(C)c1	104	-0.5
CCCn1c2ccccc2c2cn[nH]c(=O)c21	101	0.4
COc1cc(-c2ccno2)ccc1S(=O)(=O)N1CCN(c2ccc(C(C)=O)cc2)CC1	113	1.3
CC(Oc1ccccc1F)C(=O)NCC1(N2CCOCC2)CCCCC1 (configuration not stated)	105	-0.5
CCOC(=O)c1cc(C)n(-n2cnnc2)c1C	99	-0.5
O=C1C2N=NN(Cc3ccccc3)C2C(=O)N1c1ccccc1 (configuration not stated)	102	0.4
COc1ccc(C(=O)NCC(c2cccs2)S(=O)(=O)c2cccs2)cc1 (configuration not stated)	105	-0.5
CN(Cc1ccccc1)S(=O)(=O)c1nnc(NC(=O)c2cccc(Cl)c2)s1	110	0.3
Cc1ccc(SCCC(=O)Nc2ccc(CC#N)cc2)cc1	100	-0.5
COC(=O)C(C)NC(=O)c1cn(-c2ccccc2)nc1-c1ccc(F)cc1 (configuration not stated)	97	-1.2
COc1ccc(CNC(=O)CN(c2ccccc2OC)S(C)(=O)=O)cc1	99	-0.4
NC(=O)CSc1nnc2n(-c3ccccc3)c(=O)c3c(n12)-c1ccccc1CC31CCCC1	101	0.1

Remaining list, next part.
SMILES	PV pol inh	PV pol inh FP z-score
CC(=O)NCCC(=O)N1CCN(S(=O)(=O)c2ccc(C(C)C)cc2)CC1	103	-0.2
Cc1ccccc1C=Nc1ccccc1C#N	109	0.6
CC(C)(C)OC(=O)NCC1CCN(S(=O)(=O)Cc2ccccc2)CC1	105	2
O=C(Nc1ccc(Cl)cc1)c1ccc2c(c1)N(Cc1ccccc1)C(=O)c1ccccc1S2(=O)=O	104	-0.1
CC(=O)c1ccc(NC(=O)CN2C(=O)c3cccnc3Sc3ccccc32)cc1	111	1.4
CCCNC(=O)Cn1c2ccccc2c2nc(=O)cc(C)n21	102	-0.2
CN1C(=O)C(=Cc2coc3ccccc3c2=O)C(=O)N(C)C1=O	96	-2.9
CC1CCN(S(=O)(=O)c2ccc3c(c2)oc(=O)n3CC(=O)O)CC1	101	-0.4
N#CSCC(=O)c1cccs1	85*	-1.7*
Cc1occc(=O)c1OC(=O)c1ccc(Cl)cc1	102	0.3
COc1cccc(NCc2cn(-c3ccccc3)nc2-c2cccs2)c1	105	1.2
Cc1cccc(Cn2c(SCc3ccc(C(=O)NC4CCCC4)cc3)nc3ccncc32)c1	105	-0.4
NC(=O)C1(NCCNC2(C(N)=O)CCCCC2)CCCCC1	100	0
CCOc1ccc(CNC(=O)c2ccc3nc(Cc4ccc(OC)cc4)oc3c2)cc1OC	107	0.1
CN(C)/C=C1/C=C(c2ccccc2)SC1=S	98	-0.7
OC12CC3CC(CC(C3)C1)C2	110	0.8
O=C(CN1C(=O)C(c2ccc(F)cc2)=NC12CCCCCC2)Nc1ccccc1Cl	108	0.3
Cc1nc2ccccc2n1CC(=O)OC(C)C(=O)NC1CCCC(C)C1C (configuration not stated)	99	-0.9
O=C(c1cc(Cl)nc2ccccc12)N1CCc2ccccc2C1	98	-1.7
CC1CCN(S(=O)(=O)c2ccc3c(c2)c(=O)c(C(=O)NCc2ccc(Cl)cc2)cn3C)CC1	101	-0.7
O=c1[nH]c(CSC2=NCCS2)nc2ccccc12	107	1.8
COc1ccc(CN2CCCC(C(=O)Nc3c(C)cccc3C)C2)cc1OC (configuration not stated)	105	1.1
S=c1[nH]ncc2ccccc12	100	0
C=CCn1c(SC)nc2sc(C)c(C)c2c1=O	104	1
CCCCNC(=O)Cc1ccc(C)cc1	100	-0.3

Next records follow.
SMILES	PV pol inh	PV pol inh FP z-score
Cc1oc2ncn(CC(C)C)c(=O)c2c1C(=O)NCCc1ccccc1	105	-0.3
COc1ccc(Cc2nc3ccccc3n2Cc2ccccc2C)cc1	104	-0.5
Cc1ccc2c(c1)C1CN(C)CCC1N2S(=O)(=O)c1ccc(C#N)cc1 (configuration not stated)	104	0.1
O=C1Nc2c(C(F)(F)F)cccc2C12SCCS2	99	-0.8
COc1cccc(NC(=O)CC(C)NC2CC(C)(C)NC(C)(C)C2)c1 (configuration not stated)	100	-0.3
COCCNC(=O)CSc1nc2cc3c(cc2c(=O)n1CCCC(=O)NCCc1ccc(OC)c(OC)c1)OCO3	106	0.1
CC(C)(C)S(=O)(=O)c1ccsc1	100	0.1
O=C(NCc1ccccc1Cl)C(=O)NCC(c1ccc2c(c1)OCO2)N1CCOCC1 (configuration not stated)	111	0.8
CN(CC(=O)C1=C(c2ccc(Br)cc2)C(=O)c2ccccc2C1=O)c1ccccc1	101	0
N=C1/C(=C\c2cccn2-c2ccc3ccccc3c2)C(=O)N=C2SC=NN12	108	3
NC(=NCc1ccc(Cl)cc1Cl)NC(=O)c1nc(Cl)c(N)nc1N	97	-0.7
COc1ccc(N(CC(=O)NCCc2ccccc2)S(=O)(=O)c2ccccc2)c(OC)c1	107	0.8
COC(=O)c1ccccc1NC(=O)c1cn2c3c(ccc(Cl)c3c1=O)OC(C)C2 (configuration not stated)	100	-1.5
CCNC(=O)c1cnc2sc(N3CCCCCC3)nn2c1=O	110	0.4
Cc1ccsc1C(=O)Nc1sc2c(c1C#N)CCCC2	99	-0.5
CCOc1ccc(-c2cc(C(=O)NCCc3ccc(Cl)cc3)c3ccccc3n2)cc1	111	0.5

Some of the entries so far, as comma-separated lines.
SMILES,PV pol inh,PV pol inh FP z-score
CC(C)(C)S(=O)(=O)c1ccsc1,100,0.1
O=C(NCc1ccccc1Cl)C(=O)NCC(c1ccc2c(c1)OCO2)N1CCOCC1 (configuration not stated),111,0.8

Compounds listed so far that contain an aryl thioether with sulfur outside any ring:
SMILES	PV pol inh	PV pol inh FP z-score
OCCSc1c(F)c(SCCO)c(SCCO)c(F)c1SCCO	99	-0.1
Cc1nc(C)c(-c2ccc(SCC(=O)Nc3cccc(C)c3C)nn2)s1	106	-0.2
CC(NC(=O)CSc1nncn1C)c1ccccc1 (configuration not stated)	101	0.2
Nc1cc(=O)nc(SCC(=O)Nc2ccccc2)n1CCc1ccccc1	104	-0.4
Cc1oc(-c2ccccc2Cl)nc1CSc1nnc(C)n2c1cc1occc12	102	0.1
CCOCCc1c(O)nc(SCC(=O)NC(C)c2ccccc2)[nH]c1=O (configuration not stated)	101	-0.6
CSc1nc(N)c2c3c(sc2n1)CCC3	100	0
Cc1nn2c(=O)cc(CSc3nc4ccc(NC(=O)c5ccco5)cc4s3)nc2s1	98	-1.1
COC(=O)CSc1nc2sc3c(c2c(=O)n1Cc1ccccc1)CCC(C(C)(C)C)C3 (configuration not stated)	109	0.5
CC1(C)Cc2ccccc2C(CSc2nc(-c3ccco3)cc(C(F)(F)F)n2)=N1	103	0.1
CCCCc1ccc(NC(=O)CSc2nc3ccccc3nc2N2CCCCC2)cc1	106	0.3
CCOc1cc(-c2nnc(SCC(=O)NCc3ccc(C)cc3)nc2-c2ccc(OC)c(OCC)c2)ccc1OC	105	-0.2
CCCCC(Sc1nc2cc3c(cc2c(=O)n1CCCC(=O)NCc1ccc(OC)cc1)OCO3)C(=O)OCC (configuration not stated)	109	0.8
Cc1ccc(SCCC(=O)Nc2ccc(CC#N)cc2)cc1	100	-0.5
NC(=O)CSc1nnc2n(-c3ccccc3)c(=O)c3c(n12)-c1ccccc1CC31CCCC1	101	0.1
Cc1cccc(Cn2c(SCc3ccc(C(=O)NC4CCCC4)cc3)nc3ccncc32)c1	105	-0.4
C=CCn1c(SC)nc2sc(C)c(C)c2c1=O	104	1
COCCNC(=O)CSc1nc2cc3c(cc2c(=O)n1CCCC(=O)NCCc1ccc(OC)c(OC)c1)OCO3	106	0.1

Compound activity deposited in PubChem BioAssay by ICCB-Longwood Screening Facility, Harvard Medical School.
